Source: PubChem BioAssay
PostGolgi ctrl: growth inhibition of yeast control strain, primary screen, counter-screen for post-Golgi transport modulator project; efflux-deficient yeast background strain, growth absorbance A615, 16 h; inhibition, % at 10 µM; 98,000 compounds, 5% hits; AID 738, 2007
E coli WT exp: growth inhibitors of wild-type E. coli, primary screen, strain BW25113, expanded library, OD600 | OD600 absorbance | growth inhibition, % at 100 µM | 98,000 compounds, 0.15% hits | AID 710, 2007;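 active = growth inhibition above about 50% at one test dose, limit read from the data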;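 note: growth measured after 20 h incubation at 37 °C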
CD11b adhes inh: inhibitors of CD11b/CD18 adhesion to fibrinogen, primary screen, K562 cells, luminescence | AID 1497, 2009 | Integrin beta-2 (Homo sapiens) + Integrin alpha-M (Homo sapiens), P05107+P11215 | ATPlite luminescence; Mn2+ added to activate the integrin | 93,000 compounds, 0.54% hits | inhibition, % at 10 µM;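 active = primary inhibition of 50% or more at 10 µM, then 40% or more on retest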; note: some results filed as inactive read as strong as hits
Target sequence (P05107 whole entry, looked up, other chains not shown): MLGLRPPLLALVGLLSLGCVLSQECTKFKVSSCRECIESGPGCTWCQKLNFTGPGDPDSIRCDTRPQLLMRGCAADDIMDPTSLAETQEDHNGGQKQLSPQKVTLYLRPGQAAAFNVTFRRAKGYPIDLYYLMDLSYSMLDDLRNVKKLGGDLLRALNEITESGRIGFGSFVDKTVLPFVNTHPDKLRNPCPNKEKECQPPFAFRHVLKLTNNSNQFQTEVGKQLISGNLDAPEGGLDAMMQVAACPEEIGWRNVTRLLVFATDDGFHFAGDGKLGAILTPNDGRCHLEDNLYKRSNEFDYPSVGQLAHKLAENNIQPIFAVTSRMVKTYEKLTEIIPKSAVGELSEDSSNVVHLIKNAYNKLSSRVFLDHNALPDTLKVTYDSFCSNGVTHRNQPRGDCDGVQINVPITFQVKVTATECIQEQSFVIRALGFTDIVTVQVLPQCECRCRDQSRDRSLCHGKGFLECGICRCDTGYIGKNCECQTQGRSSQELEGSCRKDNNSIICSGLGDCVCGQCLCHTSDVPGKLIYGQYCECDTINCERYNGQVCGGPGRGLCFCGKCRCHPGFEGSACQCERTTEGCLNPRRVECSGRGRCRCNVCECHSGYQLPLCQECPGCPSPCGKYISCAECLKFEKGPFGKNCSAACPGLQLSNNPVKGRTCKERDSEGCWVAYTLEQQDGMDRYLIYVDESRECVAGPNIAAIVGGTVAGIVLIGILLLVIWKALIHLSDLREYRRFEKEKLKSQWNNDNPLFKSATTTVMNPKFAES
sEH activator: soluble epoxide hydrolase activators, primary screen, biochemical, human sEH | purified human sEH enzymatic activity, activator screen | activation, % at 2 µM | 91,000 compounds, 0.04% hits | AID 717, 2007; in the data active = activation above about 37%; note: values of inactives mirror those of a sister screen read the other way
S1P2 ag: S1P2 receptor agonists, primary screen, cell-based; Sphingosine 1-phosphate receptor 2 (Homo sapiens), O95136; S1P2-expressing cell line, agonist reporter read-out; activation, % at 4.5 µM; 97,000 compounds, 0.46% hits; AID 729, 2007; in the data active = activation above about 16%;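 note: 0% = vehicle low control and 100% = maximal reference agonist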
S1P2 blocker: human S1P2 receptor antagonists, primary screen, cell-based; inhibition, % at 5 µM; cell-based S1P2 antagonist assay, inhibition at 5 uM; Sphingosine 1-phosphate receptor 2 (Homo sapiens), O95136; 97,000 compounds, 0.21% hits; in the data active = inhibition above about 45%;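 note: CRE beta-lactamase reporter cells expressing human S1P2 stimulated with S1P; 0% = agonist at EC80 alone and 100% = agonist plus reference antagonist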
PLAP activator: PLAP enzyme activators, biochemical, luminescence, HTS; 96,000 compounds, 1.2% hits; purified PLAP enzyme, luminescent substrate read-out; active compounds read high; activation fold at 20 µM; Alkaline phosphatase, placental type (Homo sapiens), P05187; in the data active = activation fold above about 2
PostGolgi yeast: phenotypic screen on post-Golgi transport, primary screen. post-Golgi transport phenotypic cell assay. inhibition, % at 10 µM. 98,000 compounds, 0.9% hits;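 note: yeast cells grown in 1536-well plates; yeast grown about 18 h at 30C before absorbance read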
sEH inhibitor: soluble epoxide hydrolase inhibitors, primary screen, biochemical, human sEH. Bifunctional epoxide hydrolase 2 (Homo sapiens), P34913. recombinant human sEH enzymatic activity assay. inhibition, % at 2 µM. 91,000 compounds, 0.34% hits. AID 707, 2007; in the data active = inhibition above about 80%; note: values of inactives mirror those of a sister screen read the other way; many of its hits are not listed in these tables
Numbers without * were called inactive; nt = not tested or not shown. Cut-off read from the data, not from the text of the source, unless noted: active = inhibition above about 30%; inactive = the rest.

SMILES	PostGolgi ctrl	E coli WT exp	CD11b adhes inh	sEH activator	S1P2 ag	S1P2 blocker	PLAP activator	PostGolgi yeast	sEH inhibitor
Cc1cccn2c(=O)c(C=NCc3ccccc3)c(NCCO)nc12	-0.6	4.0	-7.7	1.1	-6.1	2.5	1	8.4	-2.4
Cc1cc(OCCNCCO)cc(C)c1Cl	-4.4	11.0	nt	4.6	-0.6	-4.6	1.1	-1.0	-4.5
Nc1nnc(Cc2ccc(Cl)cc2Cl)s1	8.5	6.0	-11.2	-8.6	0.2	-12.9	0.8	-13.3	6.8
Cc1ccc(S(=O)(=O)NC(CC(C)C)C(=O)Nc2nccs2)cc1 (stereo not drawn)	8.3	-1.0	-3.6	2.0	-5.0	-7.6	2.2*	-7.2	-2.6
O=C(NCCSCc1ccccc1)c1ccc(Cl)c(S(=O)(=O)N2CCOCC2)c1	nt	nt	nt	-77.3	-2.8	-9.6	nt	nt	78.5
COc1ccc(S(=O)(=O)Nc2ccccc2OC)cc1C	9.4	-3.0	-11.5	-2.5	-2.5	3.8	1.1	-1.1	0.7
O=C(/C=C/c1ccc(Cl)cc1Cl)n1cccn1	7.8	7.0	nt	-1.2	-8.8	5.2	1.1	1.4	4.5
CCn1c2ccccc2c2nnc(SCC(=O)Nc3c(C)n(C)n(-c4ccccc4)c3=O)nc21	0.6	-3.0	-17.4	-2.1	-4.9	13.2	0.9	-1.4	2.8
Fc1ccccc1CSc1nncn1NC/C=C/c1ccccc1	0.1	12.0	nt	-5.9	-4.9	10.0	0.9	-4.5	4.8
CCc1ccc(/C=N/NC(=S)NCCc2ccccc2)cc1	-3.0	-12.0	-7.2	-15.9	-2.2	-3.9	0.7	-1.1	17.1
Cc1cc(NC(=O)CS(=O)(=O)c2cn(Cc3ccc(F)cc3)c3ccccc23)no1	4.2	-16.0	-16.9	0.2	-2.6	5.8	0.8	6.9	-1.0
O=C1C2C3C=CC(C4CC34)C2C(=O)N1/N=C/c1ccc(-c2ccccc2[N+](=O)[O-])o1 (stereo not drawn)	16.0	-16.0	2.4	-8.8	-5.3	7.0	0.9	3.4	7.9
COCCn1ccc(O)c(Cc2ccc(Cl)cc2)c1=O	4.6	5.0	-6.9	-0.7	-6.6	24.2	0.9	16.6	2.7
COc1cc(/C=c2\sc3n(c2=O)C(c2ccccc2)C(c2ccccc2)=NN=3)ccc1O (stereo not drawn)	32.7*	-19.0	27.2	-9.5	-7.5	22.4	1	1.1	7.0
Cc1cc(=O)[nH]c(SCC(=O)Nc2ccccc2C#N)c1C#N	3.7	-5.0	-0.9	-2.8	-4.1	-8.1	1	1.5	4.2
CCOc1ccccc1CN1C(=O)c2ccccc2C1C(=O)NC(C)CC (stereo not drawn)	-0.3	0.0	-1.4	-12.1	-2.9	-7.2	0.9	3.5	12.6
CC(=O)Nc1cc(C(F)(F)F)ccc1OCC1CCCO1 (stereo not drawn)	7.2	8.0	-1.5	5.2	-3.9	2.3	0.9	0.0	-1.1
COC(=O)c1ccsc1NC(=O)CN1CCN(Cc2ccc3c(c2)OCO3)CC1	6.3	-14.0	nt	5.7	-6.2	-5.5	1.4	-0.7	-2.9
CC1(C)Cc2c(c(N3CCOCC3)nc3sc(C#N)c(N)c23)CS1	8.4	2.0	-2.3	-2.8	0.9	-34.4	0.9	13.3	1.1
Cc1nonc1NC(=O)CSc1nnc(-c2ccoc2C)n1-c1cccc(Cl)c1	nt	nt	nt	9.0	-0.2	-15.5	nt	nt	-5.8
O=C(Oc1nsnc1N1CCOCC1)N1CCOCC1	-3.7	2.0	7.6	8.6	-8.0	5.2	1	5.2	-8.9
CC1CC(C)CN(Cc2nc3c(c(=O)n(C)c(=O)n3C)n2CCN2CCOCC2)C1 (stereo not drawn)	-7.6	-6.0	-7.6	7.4	-11.6	21.7	1.5	-1.5	-5.9
CCOc1ccc(OCC)c(NC(=O)CCS(=O)(=O)c2ccc(Br)s2)c1	11.8	-3.0	-2.1	-5.0	-9.8	-0.3	0.9	6.8	2.8
CSC1=C(C#N)C(c2ccc(C)s2)CC(=O)N1 (stereo not drawn)	-2.2	4.0	-10.9	nt	-2.5	-15.0	0.7	-3.7	nt
COc1ccc(-c2cnn3c(N)c(S(=O)(=O)C(C)(C)C)cnc23)cc1	6.8	4.0	nt	26.4	-4.2	4.9	1.6	-5.0	-23.9
Cc1occc1-c1nnc(SCC(=O)N2CCN(c3ccc(F)cc3)CC2)n1C	0.1	3.0	8.7	nt	-6.5	14.5	1.2	-3.9	nt
CCN(CC)CCCNC(=O)Cn1ncn2cccc2c1=O	24.6	-3.0	-1.9	22.3	-4.3	-4.4	0.8	-3.9	-23.7
CC1(C)CC2(CC(C)(C(=O)CSc3nc4ccccc4s3)OC2=O)C(=O)O1 (stereo not drawn)	27.1	1.0	nt	-1.0	-3.9	6.6	1.1	-1.0	2.8
Cc1ccc(S(=O)(=O)NNC(=O)C2CCN(S(=O)(=O)c3ccc(C)cc3)CC2)cc1	-0.3	2.0	nt	2.3	-2.4	10.2	1.2	-0.9	0.1
CCCCNC(=S)NNC(=O)c1csc2ccccc12	7.1	3.0	2.9	-12.1	1.4	-14.8	1	-13.0	13.3
O=C(NCc1ccc(OC(F)(F)F)cc1)C1CC(c2ccccc2[N+](=O)[O-])=NO1 (stereo not drawn)	18.1	3.0	nt	-3.5	-3.7	-0.4	0.9	-0.3	0.8
CCOC(=O)CSc1nc2cc3c(cc2cc1C#N)OCO3	2.2	-7.0	9.4	nt	-4.3	-20.9	0.9	24.8	nt
COc1ccc(S(=O)(=O)N2CCN(c3cc(-c4ccccc4)nc4ncnn34)CC2)cc1	7.4	-24.0	7.1	5.6	0.2	18.6	0.8	-2.7	-7.0
CNC(=O)N(O)C1N(C)C(=O)N(CC(=O)OC)C1(C)C (stereo not drawn)	-6.8	7.0	-11.2	-6.6	-3.9	-14.5	1	-4.8	5.2
CSc1cc(-c2ccc(Cl)cc2)c(C(=O)NC(C)C)s1	21.7	0.0	nt	9.0	-4.0	5.1	0.9	-7.1	-7.9
CCOc1cc(/C=N/NC(=O)COc2ccc(C)cc2)ccc1OC(=O)c1cccs1	4.1	-3.0	nt	0.8	-2.2	1.0	1.1	2.6	-2.9
CCCOc1ccc(C2c3c(oc4cc(C)c(C)cc4c3=O)C(=O)N2CCCN(C)C)cc1 (stereo not drawn)	-3.9	8.0	-3.9	nt	nt	nt	1.3	-1.3	nt
CCCC1=C(C(=O)OCC)C(c2ccccc2OCC)NC(=O)N1C (stereo not drawn)	16.8	7.0	-2.3	11.3	4.2	-20.8	1.3	1.9	-10.6
Cn1c(SCC(=O)C(C)(C)C)nnc1-c1ccncc1	4.4	5.0	-9.5	-6.0	-5.9	-3.8	0.9	0.8	7.8
O=C1c2ccccc2NC(c2ccc(F)cc2)N1Cc1ccco1 (stereo not drawn)	11.4	-4.0	nt	12.1	-5.5	21.6	1.1	-5.1	-11.9
CC(=O)N(C)c1nc(-c2ccc(Cl)cc2)cs1	9.0	-11.0	-10.2	-6.5	-2.7	19.1	1.1	0.5	8.3
O=C(c1ccccc1)N1CCSC1=S	19.3	1.0	nt	6.1	-7.8	12.0	1	6.4	-6.7
O=C(CSc1nnc(CNc2ccc(F)cc2)o1)N1c2ccccc2Sc2ccccc21	50.1*	-9.0	nt	-5.9	-4.8	5.5	1.3	10.9	4.0
CCOC(=O)C1=C(C)NC(=O)NC1c1cccc(OC)c1OCc1ccccc1Cl (stereo not drawn)	4.4	-10.0	-10.3	-11.4	-4.7	-8.4	0.9	7.9	14.2
O=C(CC1(C(=O)O)CCCC1)N1CCOCC1	-3.3	1.0	2.7	-6.2	-3.6	14.5	1	-1.6	7.9
O=C(Nc1ccc(-c2nc3ccccc3o2)cc1)c1cc(-n2cnnc2)ccc1Cl	nt	nt	nt	7.7	-1.9	-2.2	nt	nt	-6.1
Cc1cc(C)c(NC(=O)C2CCCN2C)c(C)c1 (stereo not drawn)	15.8	1.0	nt	1.3	-2.9	10.4	1.2	4.5	0.6
Cc1nc2sc(C(c3ccc(F)cc3)N3CCOCC3)c(O)n2n1 (stereo not drawn)	3.1	-1.0	nt	nt	-1.5	13.6	1.2	0.0	nt
CC1CCCN(c2nc3c(c(=O)[nH]c(=O)n3C)n2CCSc2nc3ccccc3o2)C1 (stereo not drawn)	-0.3	-11.0	11.5	1.5	-1.4	-6.3	1.5	1.6	2.0
CCN(C(=O)COC(=O)c1ccccc1Nc1cccc(C)c1C)C1CCS(=O)(=O)C1 (stereo not drawn)	16.2	3.0	nt	5.4	-2.8	6.7	1.3	-1.9	-5.3

Reformatted: 2 of the compounds above
> O=C(CSc1nnc(CNc2ccc(F)cc2)o1)N1c2ccccc2Sc2ccccc21
  PostGolgi ctrl: 50.1* | E coli WT exp: -9.0 | CD11b adhes inh: nt | sEH activator: -5.9 | S1P2 ag: -4.8 | S1P2 blocker: 5.5 | PLAP activator: 1.3 | PostGolgi yeast: 10.9 | sEH inhibitor: 4.0
> CCOC(=O)C1=C(C)NC(=O)NC1c1cccc(OC)c1OCc1ccccc1Cl (stereo not drawn)
  PostGolgi ctrl: 4.4 | E coli WT exp: -10.0 | CD11b adhes inh: -10.3 | sEH activator: -11.4 | S1P2 ag: -4.7 | S1P2 blocker: -8.4 | PLAP activator: 0.9 | PostGolgi yeast: 7.9 | sEH inhibitor: 14.2

Additional compounds.
SMILES	PostGolgi ctrl	E coli WT exp	CD11b adhes inh	sEH activator	S1P2 ag	S1P2 blocker	PLAP activator	PostGolgi yeast	sEH inhibitor
CCOc1ccc2nc(N/C(N)=N/C(=S)Nc3cccc(C)c3)nc(C)c2c1	18.9	-9.0	-8.8	-13.7	-6.7	11.4	1.4	1.0	12.0
O=C(COc1ccccc1Cl)NCc1ccco1	8.9	12.0	-19.6	2.8	-7.1	9.6	0.9	2.5	0.2
COc1ccc(C2C(C(=O)N3CCN(C)CC3)c3ccccc3C(=O)N2C2CCCCC2)cc1 (stereo not drawn)	17.0	-13.0	-3.8	6.0	-2.8	11.3	1.4	1.3	-6.0
CCOC(=O)NC(=O)CSc1nc(C)cc(C)c1C#N	-2.0	-2.0	-6.7	nt	nt	nt	0.8	9.5	nt
Cn1c(CN2CCOCC2)nnc1SCc1ccccc1	1.4	1.0	-13.5	3.8	-1.5	6.3	1	-1.9	-3.1
COc1ccc(C(=O)CCN2CCCCCC2)cc1	-9.0	12.0	-7.7	1.4	-4.2	19.8	1	13.0	2.6
O=C(O)C1CCCN1S(=O)(=O)c1ccc(Cl)c(Cl)c1 (stereo not drawn)	19.4	2.0	-6.3	17.0	-4.5	-13.4	1	5.3	-16.6
COC(=O)c1cc(S(=O)(=O)NC2CCN(Cc3ccccc3)CC2)cn1C	6.6	10.0	-4.8	-4.3	-12.6	16.2	1.5	5.5	4.7
COc1ccccc1NC(=O)CN(Cc1ccco1)C(=O)c1cccs1	8.4	4.0	-6.6	-4.8	-6.3	-1.4	0.9	11.5	2.9
Cc1ccc(-n2nnc3c(=O)n(Cc4ccccc4C)cnc32)cc1	17.0	0.0	-28.8	-1.4	-3.0	22.0	0.9	-8.6	1.2
CCOCc1nnc(NC(=O)c2ccco2)s1	7.8	0.0	-0.5	14.7	8.6	-17.7	0.9	-3.5	-11.1
CCN(CC)C(=O)CSC1=Nc2ccccc2C2=NC(Cc3c[nH]c4ccccc34)C(=O)N12 (stereo not drawn)	34.4*	4.0	-7.6	-2.2	-5.5	19.9	1.5	-7.6	1.0
COCCNC(=O)c1onc(CSc2cccc(Cl)c2)c1C(=O)O	-4.6	-3.0	-18.0	-3.9	-7.1	8.5	1.3	7.3	5.0
CCOC(=O)Cc1nnc(NC(=O)c2cccc(OCC)c2)s1	8.8	-10.0	-16.7	-2.8	-4.4	11.7	1	-2.6	1.5
